TexasRed fluor: alters Texas Red total fluorescence, flagging assay interference. TRb/SRC2 Texas Red total fluorescence interference. Potency, µM (series often up to 106 µM), for inactives: at the highest dose fluorescence change, negative = quenching. 280,000 tested, 0.29% active. AID 1479; active means well fitted curve in either direction with a large enough effect; inconclusive means small, poorly fitted or top-dose-only effect; further: on the % scale 0 is the no-effect control and ±100 the full control effect
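Human TRβ ligand-binding domain (0.6 uM) and Texas Red SRC2 peptide (20 nM) in Tris buffer with 1 uM T3 and 5% DMSO were incubated with pinned compound for 5 hr at ambient temperature. Total fluorescence was computed as S + 2P (555/632 nm).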
Tau fluor cs: counter-screen for tau fibril formation inhibitors. tau K18 P301L Alexa594 fluorescence, heparin fibrillization. Potency, µM (doses to about 57.7 µM), for inactives: at the highest dose activity change, negative = decrease. 280,000 tested, 0.93% active. AID 1463; further: on the % scale 0 is the no-effect control and ±100 the full control effect; nearly all actives have a fitted effect of over 55% in size
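Human K18 P301L tau (15 uM unlabeled plus 0.24 uM Alexa 594-labeled, final) in 100 mM sodium acetate pH 7 was mixed with compound and 20 uM heparin and incubated 6 hr at 37 C.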
L3MBTL1 inh: inhibitors of human L3MBTL1; Q9Y468; 230,000 tested, 0.66% active; Potency, µM (highest dose often 57.1 µM), for inactives: top-dose activity, negative = inhibition, hits mostly inhibitors; AlphaScreen L3MBTL1–H3K9me1 peptide binding; further: on the % scale 0 is the no-effect control and ±100 the full control effect; nearly all actives have a fitted effect of over 60% in size
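First, the protein-peptide complex forms for 30 min at room temperature (L3MBTL1 50 nM, biotinylated H3K9me1 peptide 75 nM). Next, compounds are pin-transferred and incubated 30 min. Finally, AlphaScreen beads are added and read after 30 min.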
TRb SRC2 PPI: TRbeta-SRC2 interaction inhibition. P10828. TRbeta-SRC2 peptide binding, fluorescence polarization; receptor liganded with 1 µM T3. Potency, µM (doses to about 106 µM), for the others: at the highest dose activity change, negative = inhibition, usual class: inhibitors. 280,000 tested, 0.065% active;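 further: plate controls were bound peptide for no effect and peptide without receptor for full effect; nearly all actives have a fitted effect of over 50% in size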
Target sequence (P10828 whole entry, looked up): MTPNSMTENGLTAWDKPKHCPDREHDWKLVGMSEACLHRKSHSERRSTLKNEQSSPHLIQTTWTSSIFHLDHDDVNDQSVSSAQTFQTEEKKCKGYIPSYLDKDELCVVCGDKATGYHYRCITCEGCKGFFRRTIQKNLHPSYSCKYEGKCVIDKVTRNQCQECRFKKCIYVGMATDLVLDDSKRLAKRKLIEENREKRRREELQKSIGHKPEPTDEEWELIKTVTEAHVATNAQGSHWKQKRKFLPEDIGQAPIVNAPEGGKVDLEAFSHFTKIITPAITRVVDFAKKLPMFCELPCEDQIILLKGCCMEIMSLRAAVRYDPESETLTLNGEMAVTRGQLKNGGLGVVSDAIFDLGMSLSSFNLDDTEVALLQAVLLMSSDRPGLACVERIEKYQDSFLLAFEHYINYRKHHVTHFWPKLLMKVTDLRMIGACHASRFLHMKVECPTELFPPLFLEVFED
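Human TRb ligand-binding domain (0.6 uM) is mixed with 20 nM Texas Red SRC2 peptide and 1 uM T3; after compound addition and 5 hr at ambient temperature, polarization is measured and normalized to unbound and bound controls.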
HTT ATP protect: protects HTT-Q103 PC12 cells, measured by ATP; Potency, µM (titrated, usually from 56.4 µM), for inactives: cytoprotection (ATP increase), hits mostly activators; 230,000 tested, 0.14% active; PC12 HTT-Q103 induced, cytoprotection, ATP luminescence, 40 h;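 further: % of control where 0% means no effect; nearly all actives have a fitted effect of over 45% in size; toxic huntingtin expression switched on by the ecdysone agonist tebufenozide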
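Rat PC12, Q103 Htt exon1-GFP fusion, ecdysone promoter; tebufenozide inducer 100 nM final; compound titration; qHTS, 1500 cells/well; ATPlite luminescent read.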
Tau fibril ThT: blocks human tau fibril formation measured by thioflavin T; P10636; recombinant tau K18 P301L, heparin-induced fibrillization, ThT fluorescence; Potency, µM (highest dose often 57.4 µM), for the others: top-dose activity, negative = inhibition, actives largely listed as inhibitors; 270,000 tested, 2.1% active; further: on the % scale 0 is the no-effect control and ±100 the full control effect; nearly all actives have a fitted effect of over 55% in size
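Using a mix of unlabeled (15 uM) and Alexa 594-labeled (0.24 uM) tau K18 P301L, heparin-triggered fibrillization over 6 hr at 37 C was scored by ThT fluorescence.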
RECQ1 inh: inhibitors of human RECQ1 DNA helicase | P46063 | RECQ1 DNA unwinding, red fluorescence kinetic read | Potency, µM (series often up to 57.3 µM), inactives show at the highest dose activity, negative = inhibition, usual class: inhibitors | 240,000 tested, 0.54% active | AID 2549;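 further: plate controls were vehicle for no effect and no enzyme for full effect; nearly all actives have a fitted effect of over 30% in size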
Target sequence (P46063 whole entry, looked up): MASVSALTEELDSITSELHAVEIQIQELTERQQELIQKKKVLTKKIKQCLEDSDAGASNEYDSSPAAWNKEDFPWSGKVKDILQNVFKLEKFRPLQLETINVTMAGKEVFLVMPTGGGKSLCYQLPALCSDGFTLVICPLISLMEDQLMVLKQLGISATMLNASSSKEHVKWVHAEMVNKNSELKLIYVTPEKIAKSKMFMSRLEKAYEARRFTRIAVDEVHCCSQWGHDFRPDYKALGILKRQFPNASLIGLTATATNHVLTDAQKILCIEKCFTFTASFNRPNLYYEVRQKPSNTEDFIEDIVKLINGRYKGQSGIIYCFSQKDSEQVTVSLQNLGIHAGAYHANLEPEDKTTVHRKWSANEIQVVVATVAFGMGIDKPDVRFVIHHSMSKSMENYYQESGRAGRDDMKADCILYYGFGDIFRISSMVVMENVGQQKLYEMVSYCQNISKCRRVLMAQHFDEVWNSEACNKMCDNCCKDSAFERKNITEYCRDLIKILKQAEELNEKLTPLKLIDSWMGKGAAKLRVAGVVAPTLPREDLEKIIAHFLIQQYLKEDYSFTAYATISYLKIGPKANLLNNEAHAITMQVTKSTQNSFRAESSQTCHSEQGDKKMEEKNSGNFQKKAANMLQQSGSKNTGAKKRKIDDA
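50 nM RECQ1T1 preincubated 15 min with compound in Tris pH 8.0 buffer with MgCl2, DTT, Tween-20 and 2.5 ug/ml poly(dI-dC); started with 200 nM TAMRA/BHQ-2 forked duplex and 2 mM ATP. Unwinding read as fluorescence (525/598 nm), two reads 2 h apart.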
Tau FP inhib: blocks human tau fibril formation measured by polarization; K18 P301L tau heparin fibrillization, Alexa594 FP, 6 h; Potency, µM (highest dose often 57.7 µM), without a hit: at the top dose activity, negative = inhibition, usual class: inhibitors; 280,000 tested, 0.39% active; AID 1468; further: on the % scale 0 is the no-effect control and ±100 the full control effect; nearly all actives have a fitted effect of over 55% in size
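K18 P301L tau (15 uM unlabeled/0.24 uM Alexa 594-labeled, final) + compound + heparin 20 uM final; 100 mM NaOAc pH 7; 6 hr 37 C; ThT 30 uM final added, 1 hr RT; FP ex 555/em 632 nm.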
Active calls of the source: *; i = inactive; u = inconclusive; x = not tested or not shown; & = joins results of further samples; [ ] = another dose, or the depositor's remark. Unless noted, the call rests on the fitted dose curve; in most records, active means well fitted curve in the direction sought with a large enough effect; inconclusive means small, poorly fitted or top-dose-only effect, or another doubt; inactive means no such curve, though single readings can be large; an effect the other way counts as inactive or inconclusive. Potency means the concentration at half of the fitted maximal effect.

SMILES	TexasRed fluor	Tau fluor cs	L3MBTL1 inh	TRb SRC2 PPI	HTT ATP protect	Tau fibril ThT	RECQ1 inh	Tau FP inhib
COc1ccc(-c2nnc(SCC(=O)Nc3c(C)cccc3C)nc2-c2ccc(OC)cc2)cc1	-2%	-10%	x	2%	x	-1%	x	-8%
CCCCC(=O)NC(=S)NNS(=O)(=O)c1ccccc1	-1%	-2%	18%	2%	9%[10 µM]	-10%	-10%	-1%
Nc1ncnc2nc(SCCC(=O)O)[nH]c12	-2%	-1%	x	3%	-11%[10 µM]	x	-9%	-5%
O=C(Nc1cccnc1)c1c(F)c(F)c(F)c(F)c1F	3%	-1%	2%	-13%	u	7%	-18%	1%
N#Cc1c(-c2ccccc2)c(-c2ccccc2)nn(CC(=O)NNC(=O)Nc2ccc(Cl)cc2)c1=O	-2%	u	-24%	-6%	-21%[10 µM]	u	-18%	u
Cn1cccc1C(=O)NC(=O)COC(=O)c1ccccc1O	-2%	-2%	x	6%	16%	-11%	-11%	0%
O=C(NCc1cccs1)c1nn(-c2ccccc2)nc1CO	-2%	-8%	x	2%	x	-9%	x	-3%
C=CC(=O)NC(C)(C)CCN1CCOCC1	-3%	-4%[2.34 µM]	3%	-3%	-52%[inhibitor][10 µM]	-4%	-8%	1%[2.34 µM]
O=C(CN1CCCCCC1)Nc1ccc(F)c(F)c1	-3%	-3%	-6%	-6%	16%[10 µM]	-6%	-1%	4%
COCCCNC(=O)c1cnc2sc(N3CCCCC3)nn2c1=O	-1%	5%	x	3%	x	9%	x	-1%
O=C(Cn1c(=O)c(CNc2ccccc2)cc2cc3c(cc21)OCCO3)Nc1ccccc1Cl	-1%	u	x	-4%	x	8.9µM*	x	u
CCCCn1c(=N)n(CC(=O)c2ccc(Br)s2)c2ccccc21	-1%	-14%	-2%	2%	-4%[10 µM]	-10%	-5%	u
CC(C)C(C)(C#N)NC(=O)CSc1nnc(-c2ccncc2)n1Cc1ccccc1 (centres undefined)	-2%	-3%	3%	0%	6%	-1%	i	-11%
COc1ccc(/C=N/n2cnc3c([nH]c4ccc(C)cc43)c2=O)cc1CN1CCCC1	-1%	-13%	-8%	-3%	16%[10 µM]	u	2%	-14%
COc1cc(/C=C/c2nc3ccc([N+](=O)[O-])cc3s2)ccc1OCC(=O)O	-4%	5%	0%	-3%	4%[10 µM]	u	-3%	-3%
O=C1CC(c2nc(-c3cccc(Cl)c3)no2)CN1c1ccc2c(c1)OCCO2 (centres undefined)	-2%	-25%	x	-14%	x	u	x	1%
O=C(NCc1ccccc1)C(=O)NCC1OCCN1C(=O)c1cccs1 (centres undefined)	-10%	3%	5%	7%	6%[10 µM]	-3%	-2%	7%
CCC1CN(C(=O)N2CCC(C(=O)Nc3ccccc3F)CC2)c2ccccc2O1 (centres undefined)	3%	2.5µM*[quencher]	x	-1%	x	-6%	x	3%
CCN1C(=O)N(C(C)=O)C2C1N(C(C)=O)C(=O)N2C(C)=O (centres undefined)	-4%	4%	3%	3%	x	1%	i	-3%
Cc1c(C(=O)NCc2ccccc2Cl)sc2nc(-c3ccc(F)cc3)cn12	1%	-25%	x	8%	x	-13%	x	u
CCOc1ccc2nc(SCC(=O)N3CCCc4ccccc43)sc2c1	0%	-15%	15%	11%	-10%	u	i	11%
C[N+]1(CC(=O)OC2CCCCCCCCCCC2)CCCC1	2%	-3%	x	7%	-64%	-1%	-13%	-3%
Nc1cc(=O)[nH]c(=O)n1-c1ccc(Cl)cc1	-3%	11%	x	-4%	-1%[10 µM]	x	-11%	1%
COc1ccc(NC(=O)c2cnc[nH]2)cc1	3%	-9%	x	-4%	x	-9%	x	0%
COc1ccccc1/C=C(/C(=O)OCC(=O)NCc1ccccc1)c1ccccc1	0%	-13%	0%	-4%	x	u	-2%	5%
Cc1c(C(=O)Nc2ccc(Oc3ccccc3)cc2)sc2nc3n(c(=O)c12)CCC3	-4%	-28%	-8%	1%	-44%[inhibitor]	-15%	-8%	-3%
O=C(Nc1ccccn1)C(F)(F)C(F)(F)C(F)(F)C(F)(F)C(=O)Nc1ccccn1	3%	0%	-15%	-1%	-2%[10 µM]	-1%	-4%	6%
COc1ccc(CCNC(=O)CSCC(=O)Nc2ccccc2)cc1OC	-3%	-7%	x	2%	7%[10 µM]	x	-5%	-4%
CN(C)S(=O)(=O)c1cc(C(=O)NCCCn2ccc3ccccc32)ccc1Cl	-1%	-16%	-7%	-10%	-10%[10 µM]	-9%	-15%	10%
COc1ccc(N2C(=O)CC(Sc3ncn[nH]3)C2=O)c(OC)c1 (centres undefined)	2%	5%	-2%	-21%	-58%[inhibitor]	u	i	3%

Pulled by compound from the list above, two records:
SMILES	TexasRed fluor	Tau fluor cs	L3MBTL1 inh	TRb SRC2 PPI	HTT ATP protect	Tau fibril ThT	RECQ1 inh	Tau FP inhib
COc1ccccc1/C=C(/C(=O)OCC(=O)NCc1ccccc1)c1ccccc1	0%	-13%	0%	-4%	x	u	-2%	5%
Cc1c(C(=O)NCc2ccccc2Cl)sc2nc(-c3ccc(F)cc3)cn12	1%	-25%	x	8%	x	-13%	x	u

Next part.
SMILES	TexasRed fluor	Tau fluor cs	L3MBTL1 inh	TRb SRC2 PPI	HTT ATP protect	Tau fibril ThT	RECQ1 inh	Tau FP inhib
O=C(Cc1ccccc1[N+](=O)[O-])NCCCN1CCOCC1	2%	-5%	3%	-2%	16%[10 µM]	-5%	20%	-7%
CSc1ccc(C#N)cc1NC(=O)c1ccc(Cl)cc1	0%	-1%	8%	2%	-5%[10 µM]	-1%	-4%	3%
Cn1c(=O)c2cc(C(=O)N3CCN(c4ccc(Cl)cc4)CC3)sc2c2ccccc21	1%	-16%	x	2%	x	-13%	x	3%
COc1cccc(CNC(=O)CN(c2cc(C)cc(C)c2)S(=O)(=O)c2c(C)noc2C)c1	-1%	-13%	2%	5%	-6%	-7%	-12%	5%
O[C@@H](c1cc(C(F)(F)F)nc2c(C(F)(F)F)cccc12)[C@H]1CCCCN1	-1%	x	16%	0%	-98%[inhibitor]	x	x	x
O=C(Nc1ccccn1)c1cccc(S(=O)(=O)N2CCOCC2)c1	-1%	8%	3%	-5%	-8%	8%	-6%	1%
COc1ccc(-c2cc(=O)c3ccc(O)cc3o2)cc1	-9%&-4%	-6%	x	9%&1%	-38%[inhibitor][1.9 µM]	-7%	-3%&-9%	-1%
CCOc1ccc2nc(N/C(N)=N/S(C)(=O)=O)nc(C)c2c1	-4%	1%	x	10%	6%[10 µM]	-17%	4%	-4%
CC(C)CCn1c(Oc2ccccc2F)nc2c1c(=O)n(C)c(=O)n2C	-2%	-12%	x	-4%	x	-4%	x	u
Cc1ccc(N2CCN(C(=O)c3cn(C)c4ccc(S(=O)(=O)N(C)C)cc4c3=O)CC2C)cc1 (centres undefined)	-3%	-22%	x	0%	x	-11%	x	-2%
Cc1cccc(N2CC(O)(c3cccs3)[N+]3=C2CCCC3)c1 (centres undefined)	-3%	-4%	x	0%	u	-5%	i	-3%
COC(=O)Cn1cc(C(=O)c2cccs2)c2ccccc21	-1%	-1%	2%	-11%	-10%[10 µM]	11%	3%	0%
COc1cc([N+](=O)[O-])ccc1NC(=O)CSc1nccn1C	-4%	-1%	-12%	1%	-7%[10 µM]	-3%	i	-14%
CCOC(=O)C1=C(C)c2ccccc2OC1C(=O)OCC (centres undefined)	-2%	-14%[81.3 µM]	9%	2%	-22%	-4%[81.4 µM]	i	-5%[81.3 µM]
CCOC(=O)NC(Nc1ccc(S(N)(=O)=O)cc1)(C(=O)OCC)C(F)(F)F (centres undefined)	-8%	-5%	x	-1%	-13%	u	-2%	-7%
Cc1cccc(C)c1-n1ncc(C(=O)NCc2ccc3c(c2)OCO3)c1C1CCN(C(=O)OC(C)(C)C)CC1	2%	-18%	x	6%	x	-12%	x	-5%
Cc1nn(-c2ccccc2)c(C)c1/C=N/NC(=O)c1cc(C23CC4CC(CC(C4)C2)C3)[nH]n1	-2%	-15%	-8%	8%	-9%[10 µM]	u	-3%	-7%
Cc1csc(N(C(=O)CCNC(=O)c2ccc([N+](=O)[O-])cc2)c2ccccc2)n1	-1%	-11%	0%	0%	11%[10 µM]	-8%	-2%	5%
O=C(NCCc1ccc(Cl)cc1)C1CCN(S(=O)(=O)c2ccc(Br)s2)CC1	0%	-24%	x	2%	-31%[inhibitor]	-6%	1%	-4%
COCCCNC(=O)/C(C#N)=C/c1cccc(NC(=O)c2ccccc2Cl)c1	-1%	-11%	13%	-2%	-14%[10 µM]	u	-10%	13%
Cc1cc2c(cc1S(=O)(=O)NCc1ccc(F)cc1)n(C)c(=O)c(=O)n2C	u	-4%	x	2%	x	-11%	x	-6%
O=S(=O)(Nc1nc2c(s1)CCCC2)c1ccc2ccccc2c1	-6%	-26%	x	-4%	14%	-10%	-15%	-3%
O=C(Nc1nnc(-c2ccccc2)s1)c1cccc(S(=O)(=O)N2CCOCC2)c1	-1%	-13%	8%	-10%	-5%[1.9 µM]	-10%	i	0%
CC(C)(C)c1ccc(NC(=O)CSc2nnc(-c3n[nH]c4ccccc34)o2)cc1	u	u	1%	3%	27%[10 µM]	-8%	-6%	32µM*
COc1ccc(-c2cc(C(=O)NCc3ccco3)no2)cc1OC	-1%	-6%	x	-11%	0%	-13%	-11%	-2%
CCOC(=O)C1=C(Nc2ccc(OC)cc2)OCC1=O	-3%	2%	-1%	-5%	-5%[10 µM]	5%	-10%	-4%
CCOc1ccc(-n2c(SCC(=O)N3CCC(C)CC3)nc3c([nH]c4ccccc43)c2=O)cc1	-5%	6%	x	1%	x	13%	x	-1%
COc1ccccc1-c1nnc(Sc2nc([N+](=O)[O-])nn2C)o1	4%	-11%	x	5%	18µM*	u	-6%	-4%
O=C1CC(=O)C(n2cncn2)C(c2cccc(Cl)c2)C1 (centres undefined)	0%	9%	3%	-7%	10%	6%	10%	0%
CCCCOc1ccccc1NC(=O)c1scc2c1OCCO2	0%	-26%	16%	4%	-49%[inhibitor]	u	-7%	u

Only part of the results is shown. The share of hits here may be higher or lower than overall.
